Gli-Sufu antag: Gli-Sufu pathway antagonism; inhibition, % at 5 µM; Sufu-KO-LIGHT fibroblasts, Gli luciferase reporter luminescence; actives 0.74% (n = 340,000); AID 588413;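 active means inhibition above about 55%, limit read from the data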;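 further: 0% = DMSO-treated cells and 100% = wells with medium but no cells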
A3A deaminase: blocks human APOBEC3A ssDNA deamination; P31941; recombinant A3A, FAM/TAMRA ssDNA deamination fluorescence; inhibition, % at 20 µM; actives 0.41% (n = 330,000);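 active means at least 40% inhibition at 20 µM here, with at most 30% in a related deaminase screen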;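 further: plate controls were A3A with DMSO for no effect and wells lacking A3A enzyme for full effect; some results filed as inactive read as strong as hits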
Target sequence (P31941 whole entry, looked up): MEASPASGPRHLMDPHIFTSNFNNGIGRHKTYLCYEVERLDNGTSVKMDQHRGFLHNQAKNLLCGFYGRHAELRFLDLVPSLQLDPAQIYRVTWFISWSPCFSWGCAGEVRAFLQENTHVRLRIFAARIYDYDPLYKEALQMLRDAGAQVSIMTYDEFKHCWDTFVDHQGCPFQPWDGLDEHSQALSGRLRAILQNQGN
MPTP block: inhibitors of mitochondrial permeability transition pore; isolated mouse mitochondria, Ca2+ swelling absorbance, 30 min; inhibition, % at 10 µM; actives 1.4% (n = 360,000);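 active means inhibition of 50% or more, scaled per plate between neutral and stimulator controls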;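 further: 0% = DMSO wells given calcium and 100% = 1 mM EGTA wells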
CXCR6 inh: CXCR6 (human) receptor inhibition. inhibition, % at 20 µM. O00574. AID 602244. CHO-K1 PathHunter CXCR6 beta-arrestin, luminescence. actives 0.36% (n = 360,000); in the data active means inhibition above about 34%, passing the limit was not always enough;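 further: antagonist mode with CXCL16 agonist at 10 nM final; 0% = 10 nM CXCL16 with DMSO and 100% = unstimulated wells without agonist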
EBI2 antag: EBI2 (human) antagonism | P32249 | EBI2 beta-arrestin recruitment, luminescence, 7a,25-OHC stimulated | inhibition, % at 5 µM | actives 0.81% (n = 360,000); in the data active means inhibition above about 38%;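 further: enzyme fragment complementation signal reports receptor beta-arrestin coupling in cells; 0% = agonist plus DMSO wells and 100% = wells without agonist; some results beyond the cut were filed as inactive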
CCR6 antagonist: blocks CCL20-driven beta-arrestin recruitment at human CCR6; P51684; CHO-K1 CCR6 PathHunter beta-arrestin, luminescence, CCL20-stimulated; inhibition, % at 20 µM; actives 0.49% (n = 340,000);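 active means compounds whose inhibition of the agonist-driven luminescence signal at 20 µM reaches about 50%, limit read from the data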;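 further: cells stimulated with CCL20 at 14 nM final; plate controls were DMSO with CCL20 for no effect and DMSO without agonist for full effect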
Target sequence (P51684 whole entry, looked up): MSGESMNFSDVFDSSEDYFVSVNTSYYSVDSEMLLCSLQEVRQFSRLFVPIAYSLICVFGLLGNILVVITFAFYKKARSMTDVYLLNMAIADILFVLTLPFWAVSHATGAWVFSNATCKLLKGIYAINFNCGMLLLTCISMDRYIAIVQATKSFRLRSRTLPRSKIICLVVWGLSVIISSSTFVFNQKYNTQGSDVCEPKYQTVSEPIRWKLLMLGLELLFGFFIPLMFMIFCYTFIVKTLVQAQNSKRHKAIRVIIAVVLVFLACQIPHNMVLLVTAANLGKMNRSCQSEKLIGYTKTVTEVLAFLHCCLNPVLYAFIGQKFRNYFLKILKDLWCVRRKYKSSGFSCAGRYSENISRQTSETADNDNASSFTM
NR3A LBD binder: modulates the human NR3A ligand-binding domain. NR3A LBD differential scanning fluorimetry, Tm shift; 0% = protein alone, 100% = glycine-bound protein. Tm shift relative to glycine control, % at 25 µM. actives 2.5% (n = 340,000);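 active means melting temperature shift of at least 10% of the positive control shift, at one fixed dose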
APOBEC3G inh: blocks human APOBEC3G single-stranded DNA deamination. Q9HC16. actives 0.28% (n = 330,000). recombinant A3G, ssDNA deamination FAM/TAMRA fluorescence. inhibition, % at 20 µM;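 active means inhibition of at least 40% at 20 µM, with no more than 30% in the related APOBEC3A deaminase screen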;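 further: plate controls were DMSO wells with A3G for no effect and wells lacking A3G enzyme for full effect; some compounds called inactive have numbers as strong as hits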
Target sequence (Q9HC16 whole entry, looked up): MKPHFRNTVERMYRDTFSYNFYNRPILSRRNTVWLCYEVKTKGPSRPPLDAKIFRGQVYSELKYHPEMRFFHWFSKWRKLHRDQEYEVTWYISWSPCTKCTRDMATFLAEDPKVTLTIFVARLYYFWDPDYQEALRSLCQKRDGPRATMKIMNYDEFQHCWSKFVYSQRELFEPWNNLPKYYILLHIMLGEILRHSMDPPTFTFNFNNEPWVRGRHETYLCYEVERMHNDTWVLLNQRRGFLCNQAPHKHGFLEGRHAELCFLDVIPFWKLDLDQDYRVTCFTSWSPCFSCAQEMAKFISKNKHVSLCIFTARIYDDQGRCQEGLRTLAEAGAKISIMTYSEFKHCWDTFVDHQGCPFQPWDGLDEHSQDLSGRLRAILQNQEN
Active calls of the source: *; · = not tested or not shown; & = joins results of further samples.

SMILES	Gli-Sufu antag	A3A deaminase	MPTP block	CXCR6 inh	EBI2 antag	CCR6 antagonist	NR3A LBD binder	APOBEC3G inh
CC(=O)N1CCc2cc(S(=O)(=O)NCC(=O)NCc3ccccc3Cl)ccc21	-5	-5	1.3	-4	-4	2	2	-6
O=C(Nc1ccc(Nc2ccncc2)cc1)c1ccc(Nc2ccnc3ccc([N+](=O)[O-])cc23)cc1	-8	·	5.6	2	-2	9	1	·
Cn1cccc1C(=O)NNC(=O)c1ccccc1Br	-35	0	0.5	-2	6	8	1	-2
COc1ccc(OC)c(C2N(c3ccccn3)C(=O)C3CCCN32)c1 (centres undefined)	2	3	0.6	-8	-5	0	1	1
O=C(O)CCCn1nc(C(F)(F)F)c2c1CCCCC2	7	-3	-0.8	0	1	-8	2	-6
COc1cccc(Nc2ncnc3c2cnn3C)c1	-5	-1	-1.0	5	-6	-2	1	-2
CCC(=O)N1N=C(c2ccc(C)o2)CC1c1ccc(OC)cc1 (centres undefined)	49	0	0.4	-3	-5	11	-1	-7
COc1ccc(S(=O)(=O)NCC(=O)N(CC(=O)NCC2CCCO2)c2cc(C)ccc2C)cc1 (centres undefined)	-2	0	3.5	-2	-6	-2	-5	1
N/C(=N\OC(=O)N1CCOCC1)c1ccc(Cl)cc1	-8	-1	-0.8	-6	-8	0	2	-3
O=C(CC1C(=O)NCCN1C(=O)Nc1ccc(F)cc1F)Nc1cc(Cl)ccc1Cl (centres undefined)	4	5	-1.4	2	5	3	-1	5
CCn1c(SCC(=O)c2ccc(OC)cc2)nnc1C1CC1	5	1	-0.5	-6	-10	-11	-1	-2
COc1ccc(OC)c(NC(=O)CN(C)S(=O)(=O)c2ccc3nc(C)sc3c2)c1	6	2	1.7	-3	5	-6	-2	0
CCOC(=O)N1CCc2cc(OC)c(OC)c3c2c1cc1cc(OC)c(OC)cc13	-7	·	2.8	-9	-14	-1	7	·
CC(Sc1nnnn1C1CCCC1)C(=O)Nc1cccc(S(=O)(=O)N2CCOCC2)c1 (centres undefined)	8	-2	0.8	0	4	3	1	-4
Nc1ccc(-c2ccc(N)c(C(=O)O)c2)cc1C(=O)O	-1	48*	1.1	-5	-14	-9	-2	12
CN=Cc1cc(-c2ccccc2)sc1O	-33	-2	1.5	-2	0	6	0	-4
COc1ccc(Cl)cc1S(=O)(=O)N1CCCC1	-6	-1	-0.7	5	3	0	-1	-3
CC(Oc1ccc(C(C)(C)C)cc1)C(=O)NCC(c1ccco1)N1CCCC1 (centres undefined)	2	1	6.7	6	-9	11	0	-6
Cc1noc(C(=O)N2CC3(C)CC2CC(C)(C)C3)c1Cl (centres undefined)	9	1	-0.3	4	-4	1	-1	-2
O=C(C1CCCN(S(=O)(=O)Cc2ccccc2)C1)N1CCc2ccccc21 (centres undefined)	1	1	0.2	4	-4	-5	0	0
Cc1oc2cc3oc(=O)c(CC(=O)N[C@H](C(=O)N[C@@H](C(=O)O)c4ccccc4)C(C)C)c(C)c3cc2c1C	8	-1	0.4	5	-12	-4	0	-2
O=C(COc1ccccc1Br)Nc1ccc2c(c1)OCCCO2	23	-2	2.0	-11	3	14	2	-7
Cc1nc(C(=O)Nc2ccccc2)sc1C1(C)CC(c2cccnc2)=NO1 (centres undefined)	-50	4	-1.2	2	-11	-2	2	17
Cc1ccc(C)c(OCCC(=O)OCC(=O)NCc2ccccc2)c1	-3	0	-1.2	-6	3	5	0	-8
CCC(=O)NCc1c(Cl)cccc1-n1cccc1	7	0	-0.3	-2	-6	-6	-2	2
CC(=O)N1CCc2cc(S(=O)(=O)N3CCCCCC3)ccc21	37	0	-1.3	4	-4	2	-6	-1
COc1cccc2cc(C(=O)N(C)C3CCN(C)CC3)c(=O)oc12	5	0	-1.3	-3	-1	-16	-1	-2
Cc1cc(NC(=O)CCC(=O)N(C2CC2)C2(C(=O)NC3CCCC3)CCC(C)CC2)no1 (centres undefined)	-15	-5	-1.2	-3	-8	1	0	-5
COc1cccc(C(=O)NNC(=O)c2sccc2-n2cccc2)c1	1	-5	-5.0	1	4	10	-1	-4
NC(=O)CSc1nnc(-c2cccs2)n1Cc1ccco1	3	-3	1.9	-2	-5	11	0	-8

Profiles from above. Order of values: Gli-Sufu antag, A3A deaminase, MPTP block, CXCR6 inh, EBI2 antag, CCR6 antagonist, NR3A LBD binder, APOBEC3G inh
Entry for Cc1nc(C(=O)Nc2ccccc2)sc1C1(C)CC(c2cccnc2)=NO1 (centres undefined) → -50, 4, -1.2, 2, -11, -2, 2, 17
Entry for Cc1ccc(C)c(OCCC(=O)OCC(=O)NCc2ccccc2)c1 → -3, 0, -1.2, -6, 3, 5, 0, -8

Next section.
SMILES	Gli-Sufu antag	A3A deaminase	MPTP block	CXCR6 inh	EBI2 antag	CCR6 antagonist	NR3A LBD binder	APOBEC3G inh
CCOc1ccc2nc(SCC(=O)Nc3ccc4c(c3)OCO4)sc2c1	3	-1	75*	-4	5	17	19*	-6
OCCN(CCO)CC(O)COc1ccc(Br)cc1 (centres undefined)	2&2	-1&-2	-1.9&1.9	8&-19	-6&-13	1&-6	1&-1	10&-7
COc1ccc(/C=C/C2=NN(Cc3ccccc3)C(=O)CC2)cc1	4	0	0.2	-3	8	5	1	-2
Clc1ccc(N2CCCCCC2)nn1	1	-2	-0.8	-1	-1	-11	-1	-5
OCCNc1nc2ccccc2n1-c1ccccc1	6	0	0.3	-6	-1	-4	-1	-8
O=C(NCc1ccc(F)cc1Cl)C1CC(=O)N(C2CCCCCCC2)C1 (centres undefined)	-26	-6	-1.8	0	0	-12	-3	-5
CCNC(=S)N1CCN(S(=O)(=O)c2cccc(C(F)(F)F)c2)CC1	-13	-1	0.7	5	-5	2	-8	-5
CCC1CCCCN1CCCNC(=O)CS(=O)(=O)Cc1nc(-c2cccc(OC)c2)oc1C (centres undefined)	20	1	-1.4	-3	-6	8	-3	0
CC1(C)C=Cc2c(ccc3c2OC[C@@H](c2ccc(O)cc2O)C3)O1	-40	-1	3.5	-19	-9	-21	8	-1
COc1ccc2c(ccc[n+]2CC(=O)c2ccccc2)c1	1	6	-0.2	5	-4	3	0	-4
COc1ccc2oc(-c3ccc(C)c(NC(=O)c4ccc(N5CCOCC5)c([N+](=O)[O-])c4)c3)nc2c1	-47	-7	-2.4	11	17	10	-5	-8
O=C(NCCCN1CCOCC1)c1cc(Cl)ccc1Cl	1	4	0.5	5	-4	10	2	1
Cc1nnnn1/C(=C\c1ccccc1)C(=O)OCC(=O)N(C)C1CCS(=O)(=O)C1 (centres undefined)	11	3	-0.6	1	0	-2	-2	-3
CCOc1c(Br)cc(C(=O)OCC(=O)N2CCc3ccccc3C2)cc1OC	-12	-5	-1.9	9	2	13	0	-5
COc1ccc(-c2cc(C(=O)NCCCN3CCOCC3)c3ccccc3n2)cc1OC	9	4	-1.5	6	-3	18	0	16
O=C(Cn1cnc2c(cnn2-c2ccc(Cl)cc2)c1=O)NC1CCCCC1	2	1	1.4	-2	-12	-2	-2	1
Cc1ccc(C)c(N2CCN(C(=O)C3CCCN(S(=O)(=O)c4c(C)[nH]c(=O)[nH]c4=O)C3)CC2)c1 (centres undefined)	3	3	-1.7	-10	-1	-3	-1	-3
Cc1c(CC(=O)N2CCN(C(=O)C3COc4ccccc4O3)CC2)c(=O)oc2c(O)c(O)ccc12 (centres undefined)	-17	13	2.2	8	-7	2	2	10
COc1cccc(CN2CC(O)=C(c3nc(-c4ccc(Cl)cc4)cs3)C2=N)c1	-16	-3	2.3	1	5	-4	3	-3
O=C(NCc1ccncc1)C12CC3CC(CC(Cl)(C3)C1)C2	-19	-2	-1.1	-3	-2	-14	0	-3
CC1CCN(c2nc3ccc(C(=O)N4CCN(Cc5ccccc5)CC4)cc3s2)CC1	-74	-2	-2.0	2	6	-1	0	-8
Cc1nc2sc(C(c3ccco3)N3CCC4(CC3)OCCO4)c(O)n2n1 (centres undefined)	0	-2	0.8	5	7	-8	1	-5
O=c1[nH]c(N2CCCCC2)nc2c1CCCC2	16	-2	-0.6	0	-4	22	1	-2
Cc1cccc(-n2ncc3c2CCCC3NC(=O)CCc2ccncc2)c1C (centres undefined)	36	-6	2.2	0	-8	-8	-2	-7
CCN1CCc2nc(N)sc2C1	-1	-4	-0.7	0	0	7	2	-7
COc1ccccc1NC(=O)C1CCCN(S(=O)(=O)c2ccc3[nH]c(=O)ccc3c2)C1 (centres undefined)	0	-1	-1.7	-11	-1	14	-1	-7
S=C(NCC1CCCO1)Nc1ccc(Cl)cc1 (centres undefined)	-5	-3	1.7	5	-8	8	0	-3
CC(Sc1nnc(-c2ccccc2)c(-c2ccccc2)n1)C(=O)NCC1CCCO1 (centres undefined)	-31	-2	0.1	5	-4	17	-2	-6
Cc1ccc2cc(CN(C)S(C)(=O)=O)c(=O)[nH]c2c1	3	-4	-2.8	-3	-9	3	-1	-8
CCc1ccc(-c2cc(C)no2)cc1S(=O)(=O)N1CCN(c2ccccc2OC)CC1	-12	-2	-0.8	1	7	12	1	-4
CC(C)C(=O)N1CCN(c2ccccc2NC(=O)c2ccc3c(c2)OCCO3)CC1	10	·	-1.6	-4	-2	1	-1	·
COc1ccc(C(=O)Nc2ccc(C)cc2C(=O)c2ccccc2)c(OC)c1	0	6	-0.4	4	-2	24	2	4
Clc1ccc(-c2cn(-c3ccc(Cl)cc3)c3[n+]2CCCCC3)cc1	58*	-3	2.1	-10	-4	0	0	-8
Cc1ccc(C(=O)N/C(=C\c2ccco2)C(=O)N2CCOCC2)cc1C	7	-3	-0.5	0	-3	-6	1	-4
O=C(Nc1ccc2c(c1)OCCO2)c1cccc2nc3ccccc3nc12	9	1	0.3	19	-18	16	-14	1
CCc1ccc(C(=O)NC(C(=O)NCC2CCCO2)C(C)C)cc1 (centres undefined)	1	3	-0.3	0	-3	0	0	-4
CCc1ccc(Nc2nc(N)nc(CSc3nnnn3-c3ccccc3)n2)cc1	-6	-4	-0.4	-1	16	-7	3	-9
COCCNC(=S)N(CCc1c(C)[nH]c2ccc(Cl)cc12)Cc1cccs1	11	0	0.8	-7	16	18	8	-6
C=CCn1cnc2c(c1=O)c1nc3ccccc3nc1n2/N=C/c1cccc(OC)c1OC	12	-4	1.4	2	2	-12	-2	-7
O=C1CCC(C(=O)OC(C(=O)c2c[nH]c3ccccc23)c2ccccc2)=NN1 (centres undefined)	-8	0	2.1	4	3	1	4	0
COc1ccc(OC)c(S(=O)(=O)NCCC(C)C)c1	1	5	0.5	2	0	1	-3	-5
COc1ccc(CN2C(=O)c3cccnc3C2=O)cc1S(=O)(=O)N(C)c1ccc(C)cc1	-10	-2	-1.6	10	2	11	1	2
O=C1c2ccccc2-c2c1nc1c([n+]2[O-])CCCC1	12	0	-2.4	24	9	43	4	-3
COCCn1c(SCC(=O)Nc2ccccc2F)nc2c([nH]c3ccccc32)c1=O	8	-2	0.9	6	4	-6	2	-5
Cc1cccc(CS(=O)(=O)Cc2ccc(C(=O)NCCCN3CCOCC3)o2)c1	5	0	0.0	-3	-9	-2	0	-5
O=C(Nc1nccs1)c1ccc(CSc2ccccc2)o1	-97	1	-0.9	0	-16	-1	0	-3
O=C(COc1ccc(S(=O)(=O)N2CCOCC2)cc1)NCc1ccccn1	-3	-4	0.6	0	-5	-14	0	-6
CCN1CCN(Cc2cc(=O)oc3cc(C)cc(C)c23)CC1	7	10	-0.2	3	-7	-7	0	0
O=[N+]([O-])c1ccc(/C=N/Nc2cc(Cl)nc(-c3ccccc3)n2)cc1	7	2	5.0	-23	-4	-24	-1	-5
Clc1ccc(-c2c[n+](Cc3cccc(Cl)c3)c3n2CCC3)cc1	54	-1	2.0	24	-9	-3	-2	-6
Cc1cccc(N2CCN(C(=O)COc3cc(=O)n(C)c4ccccc34)CC2)c1C	21	-5	8.1	-5	13	13	-1	-8
Cc1c(NC(=O)CSc2nncn2-c2ccccc2)c(=O)n(-c2ccccc2)n1C	-7	-3	-0.3	-1	-4	6	-1	0

Bioassay records deposited in PubChem by Sanford-Burnham Center for Chemical Genomics.

Hits appear at their usual frequency, and some 5.8% of all compounds hit somewhere here.
